Compound activity as filed in PubChem.
HepG2 tox: HepG2 cytotoxicity, counter-screen for TGF-b inhibitors | AID 588856 | 410,000 tested, 0.76% active | Potency, µM (top dose mostly 46.1 µM), inactives show at the highest dose activity change, negative = cytotoxicity, most hits filed as cytotoxic | HepG2 CAGA-GFP viability, ATP luminescence, 18 h; note: potency is the fitted concentration of half-maximal effect; some results filed as inactive show a strong effect at the top dose
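HepG2 CAGA-GFP cells (1000/well, DMEM with 1% FBS) received compound, then TGF-beta at 500 pg/mL final, and were incubated 18 hours at 37 degrees C. Viability was read by CellTiter-Glo luminescence. Media-only wells were set as complete cell-killing and DMSO as no toxicity.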
IL2 activator: activates IL-2 in a cell-based reporter assay | activation, % (series mostly up to about 46 µM) | 360,000 tested, 0.065% active | IL-2 activation reporter assay, cell-based qHTS; stimulated with anti-CD3/CD4/CD28 beads; in transgenic mouse T cells; in the data active = activation above about 50%; inconclusive = mostly about 30% to 49%; note: 0% is about no effect
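Unstimulated transgenic mouse T cells; 60-min compound exposure; bead-based TCR/CD4/CD28 stimulation; 18 h culture, 37 degrees C; dual fluorescence (EGFP, DsRed) plate cytometry.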
A549 tox: counter-screen for Nrf2 inhibitors: cytotoxicity in A549 cells | A549 ARE-Fluc cells, CellTiter-Fluor viability, 18-24 h | Potency, µM (titrated, usually from 46 µM), without a hit: at the top dose activity change, negative = cytotoxicity, actives largely listed as inhibitors | 390,000 tested, 0.16% active | AID 504648; note: potency is the fitted concentration of half-maximal effect; % is set by controls: 0 for no effect and ±100 for the full control effect
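A549 ARE-Fluc cells in 5% FBS OPTI-MEM, 5000 cells/well, rested 2 h then exposed to compounds in concentration-response for 18-24 h at 37 °C. Viability by CellTiter-Fluor fluorescence (Ex 405/Em 525) after 30 min; luciferase luminescence (BugLite, 15 min, RT) read afterwards.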
EPAC2 ag: agonists of human EPAC2 (RAPGEF4); AID 720711; Q8WZA2; Potency, µM (doses to about 154 µM), without a hit: at the highest dose activation, usual class: activators; 360,000 tested, 0.079% active; EPAC2 activation, biochemical qHTS; response scale: 100% = 6.5 mM cAMP response; note: potency is the fitted concentration of half-maximal effect; nearly all actives have a fitted effect of over 50% in size
Target sequence (Q8WZA2 whole entry, looked up): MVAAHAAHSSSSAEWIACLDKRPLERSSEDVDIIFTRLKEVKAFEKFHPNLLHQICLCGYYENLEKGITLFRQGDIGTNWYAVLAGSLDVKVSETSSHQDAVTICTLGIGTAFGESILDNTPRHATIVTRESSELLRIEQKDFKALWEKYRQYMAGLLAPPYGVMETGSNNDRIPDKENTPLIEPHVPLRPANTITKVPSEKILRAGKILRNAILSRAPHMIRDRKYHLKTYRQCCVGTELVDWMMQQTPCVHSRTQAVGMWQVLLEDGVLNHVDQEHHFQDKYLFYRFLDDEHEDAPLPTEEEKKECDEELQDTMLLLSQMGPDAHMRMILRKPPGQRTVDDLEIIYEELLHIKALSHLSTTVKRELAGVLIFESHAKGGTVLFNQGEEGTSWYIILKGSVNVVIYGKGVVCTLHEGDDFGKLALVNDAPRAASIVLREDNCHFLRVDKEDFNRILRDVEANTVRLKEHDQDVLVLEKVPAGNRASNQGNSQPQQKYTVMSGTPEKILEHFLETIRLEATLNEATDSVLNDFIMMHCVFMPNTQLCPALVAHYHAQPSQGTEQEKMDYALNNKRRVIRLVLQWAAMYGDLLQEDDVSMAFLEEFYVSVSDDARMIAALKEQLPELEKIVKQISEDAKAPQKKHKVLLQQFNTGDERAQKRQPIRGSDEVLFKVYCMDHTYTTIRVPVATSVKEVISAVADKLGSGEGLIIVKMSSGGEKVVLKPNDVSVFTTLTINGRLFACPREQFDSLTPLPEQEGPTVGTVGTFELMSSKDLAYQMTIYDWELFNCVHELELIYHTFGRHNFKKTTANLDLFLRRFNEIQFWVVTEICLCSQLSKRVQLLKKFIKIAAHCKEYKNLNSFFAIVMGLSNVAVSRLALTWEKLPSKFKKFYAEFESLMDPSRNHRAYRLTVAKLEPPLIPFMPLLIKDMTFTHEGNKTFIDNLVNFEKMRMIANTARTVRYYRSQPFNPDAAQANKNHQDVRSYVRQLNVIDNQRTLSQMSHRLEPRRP
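Nucleotide exchange monitored as fluorescence drop when BODIPY-GDP leaves Rap1B. Reaction: 100 nM EPAC2, 250 nM RAP1B-BODIPY-GDP, 50 uM GDP, room temperature, kinetic read over 30 min. Activity expressed relative to 6.5 mM cAMP.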
Nrf2 block: Nrf2 pathway inhibition; Potency, µM (doses to about 46 µM), without a hit: top-dose activity change, negative = inhibition, most hits filed as inhibitors; 360,000 tested, 2.1% active; A549 ARE-Fluc reporter, luciferase luminescence, 18-24 h; note: potency is the fitted concentration of half-maximal effect; % is set by controls: 0 for no effect and ±100 for the full control effect; nearly all actives have a fitted effect of over 60% in size
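Cells were seeded and rested 2 h, then exposed to compounds for 18-24 h. CellTiter-Fluor was read first as a viability measure. BugLite was added 15 min before the final luminescent read of ARE-luciferase activity in A549 cells.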
S2 tox: reduces viability in counter-screen for ATXN expression inhibitors. Potency, µM (series often up to 56.7 µM), actives largely listed as cytotoxic. 400,000 tested, 0.49% active. AID 651635. S2 cells (HEK-293 line with an ATXN2-luciferase reporter) viability, CellTiter-Fluor protease fluorescence, 24 h; note: potency is the fitted concentration of half-maximal effect; nearly all actives have a fitted effect of over 40% in size
TGFb inhibitor: blocks TGF-b signaling; HepG2 CAGA-GFP TGF-b/SMAD3 reporter, GFP fluorescence, 18 h; TGF-beta stimulated, 500 pg/mL final; AID 588855; 410,000 tested, 1.2% active; Potency, µM (doses to about 46.1 µM), without a hit: at the highest dose activity, negative = inhibition, most hits filed as inhibitors; note: potency is the fitted concentration of half-maximal effect; % is set by controls: 0 for no effect and ±100 for the full control effect; nearly all actives have a fitted effect of over 65% in size
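HEPG2 CAGA-GFP cells (1000/well, DMEM with 1% FBS) were pre-incubated 2 h at 37 degrees C, given compound by pin tool, then stimulated with TGF-beta at 500 pg/mL final for 18 h before per-cell GFP fluorescence imaging.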
ATXN2 expr inh: inhibitors of ATXN2 expression; HEK-293 ATXN2-luciferase reporter, luminescence, 24 h; Potency, µM (doses to about 57 µM), for the others: top-dose activity change, negative = inhibition, hits mostly inhibitors; 360,000 tested, 0.72% active; note: potency is the fitted concentration of half-maximal effect; % is set by controls: 0 for no effect and ±100 for the full control effect; nearly all actives have a fitted effect of over 55% in size
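ATXN2-luciferase reporter cells (luciferase flanked by upstream and downstream ATXN2 gene portions) were treated 24 h at 37 °C with compounds at up to 57 uM. SteadyGlo luminescence gave expression; GF-AFC fluorescence gave viability.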
Nrf2 activator: Nrf2 pathway activation. AREc32 ARE-luciferase reporter (MCF7-derived line), luminescence, 24 h. Potency, µM (series often up to 46.1 µM), for the others: at the highest dose activation, usual class: activators. 410,000 tested, 0.31% active. AID 624171; note: potency is the fitted concentration of half-maximal effect; % of control where 0% means no effect; nearly all actives have a fitted effect of over 65% in size
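Reporter line AREc32 (ARE-Fluc), seeded overnight in OPTI-MEM with 5% FBS; compound pin-transferred, 24 hr at 37 deg C, 5% CO2; luminescent read-out.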
* = called active by the depositor; i = inactive; u = inconclusive; x = not tested or not shown; [ ] = another dose, or the depositor's remark. Unless noted, calls come from the whole dose curve; as a rule, active = well fitted curve in the direction sought with a large enough effect; inconclusive = small, poorly fitted or top-dose-only effect, or another doubt; inactive = no such curve, though single readings can be large; an effect the other way counts as inactive or inconclusive.

(1) Nn1c(SCc2cccc(Oc3ccccc3)c2)nnc1C(F)(F)F
(2) Cc1cc(NC(=O)CN2CCC(C)CC2)nc2c1c(=O)oc1ccccc12
(3) Cc1ccc(NC(=O)C2CCN(S(=O)(=O)c3ccc4c(c3)CCCN4C(=O)C3CCC3)CC2)cc1
(4) Cc1ccc(C(=O)/C=C/c2ccc(-c3ccccc3[N+](=O)[O-])o2)cc1
(5) COCCNC(=O)c1ccc2c(=O)n(Cc3ccco3)c(SCC(=O)NC3CCCCC3)nc2c1
(6) CCCN(CC(=O)Nc1ccccc1C)C(=O)CC(NC(=O)c1ccccc1)c1ccccc1 (configuration not stated)
(7) CCc1nc(N)c(C#N)c(-c2ccc(O)c(OC)c2)c1C
(8) Cc1nc2c(c(=O)n1CCC1=CCCCC1)c1nc3ccccc3nc1n2/N=C/c1ccco1

Screen / compound no.	1	2	3	4	5	6	7	8
HepG2 tox	-15%	-3%	-3%	-32%	-7%	-3%	-24%	-3%
IL2 activator	-3.8	x	x	0.0	1.2	-4.3	3.5	1.1
A549 tox	1%	-3%	4%	-24%	0%	-3%	1%	-30%
EPAC2 ag	6%	x	x	14%	-12%	0%	5%	0%
Nrf2 block	u	10%	x	-17%	-4%	-5%	-26%	u
S2 tox	i	i	i	i	x	i	i	i
TGFb inhibitor	-2%	18%	u	-17%	-12%	12%	14%	12%
ATXN2 expr inh	64%[activator]	4%	-10%	-17%	x	-14%	3%	-7%
Nrf2 activator	-0.4%	26%	2.3%	u	-0.3%	0.3%	2.2%	0.0%

Reprinted at random: 3 compounds from above, in no set order.
(3) Cc1ccc(NC(=O)C2CCN(S(=O)(=O)c3ccc4c(c3)CCCN4C(=O)C3CCC3)CC2)cc1
(2) Cc1cc(NC(=O)CN2CCC(C)CC2)nc2c1c(=O)oc1ccccc12
(1) Nn1c(SCc2cccc(Oc3ccccc3)c2)nnc1C(F)(F)F

Screen / compound no.	3	2	1
HepG2 tox	-3%	-3%	-15%
IL2 activator	x	x	-3.8
A549 tox	4%	-3%	1%
EPAC2 ag	x	x	6%
Nrf2 block	x	10%	u
S2 tox	i	i	i
TGFb inhibitor	u	18%	-2%
ATXN2 expr inh	-10%	4%	64%[activator]
Nrf2 activator	2.3%	26%	-0.4%

Continuation.
(9) C=CCn1c(SC(C)C(=O)NC2(C#N)CCCCC2)nnc1-c1ccc(OC)cc1 (configuration not stated)
(10) COc1ccc(CCNC2CC(C)N(C)CC2C)cc1OC (configuration not stated)
(11) O=C(Nc1ccc(Cl)cc1C(=O)c1ccccn1)c1ccccc1
(12) NS(=O)(=O)c1ccc(NC(=O)CN2CCN(S(=O)(=O)/C=C/c3ccccc3)CC2)cc1
(13) Cc1ccc(S(=O)(=O)N(C)c2ccc(C(=O)Nc3cccnc3)cc2)cc1
(14) CCOC(=O)CSc1nnc2c3ccccc3n(CC)c2n1
(15) Cc1ccc(S(=O)(=O)N(C)Cc2ccc(C(=O)N/N=C3\CC(=O)CC(C)(C)C3)cc2)cc1
(16) CCCCn1c(N)c(N(CC(C)C)C(=O)c2oc3ccc(OC)cc3c2C)c(=O)[nH]c1=O

Screen / compound no.	9	10	11	12	13	14	15	16
HepG2 tox	-17%	-4%	0%	-9%	4%	-10%	0%	-13%
IL2 activator	1.9	-2.4	1.0	3.8	-1.1	-0.4	1.5	2.2
A549 tox	-2%	1%	x	4%	9%	5%	-4%	-10%
EPAC2 ag	9%	-4%	-11%	12%	-2%	6%	6%	2%
Nrf2 block	3%	x	x	-16%	3%	5%	5%	1%
S2 tox	x	i	i	i	i	i	i	i
TGFb inhibitor	-3%	-24%	4%	-8%	10%	-15%	-2%	14%
ATXN2 expr inh	x	-4%	x	-2%	20%	3%	-4%	3%
Nrf2 activator	0.2%	-0.5%	24%	-0.8%	0.3%	-0.9%	0.3%	0.0%

(17) CC1(c2nc3ccccc3[nH]2)CCC(=O)N1Cc1ccc(F)cc1 (configuration not stated)
(18) CCOc1ccc(NCc2nnc(SCc3ccccc3Cl)n2-c2ccccc2)cc1
(19) CCOC(=O)Cn1ncn(-c2ccc(OC(F)(F)F)cc2)c1=O
(20) C/C(=N\NC(=O)c1c(C)nc2ccccn12)c1ccccc1F
(21) O=C(COc1ccc(Cl)cc1)Nc1ccccc1C(=O)NCc1cccnc1
(22) CCc1sc(/C=C(/C#N)C(N)=S)cc1[N+](=O)[O-]
(23) COC(=O)c1ccccc1S(=O)(=O)N1CCC(C(=O)OC(C)C(=O)Nc2ccccc2OC)CC1 (configuration not stated)
(24) Oc1ccc(Cl)cc1CNc1ccc(Br)cn1

Screen / compound no.	17	18	19	20	21	22	23	24
HepG2 tox	-4%	-1%	5%	6%	117%	-19%	-3%	-69%
IL2 activator	0.8	-2.9	-1.7	0.1	-3.9	0.7	0.8	-1.8
A549 tox	x	u	2%	-1%	-2%	-7%	5%	x
EPAC2 ag	9%	-7%	-1%	3%	-1%	23%	-6%	-7%
Nrf2 block	x	u	4%	10%	21%	u	20%	9%
S2 tox	i	i	i	i	i	i	i	i
TGFb inhibitor	0%	u	9%	5%	46%[activator]	-9%	13%	u
ATXN2 expr inh	6%	-12%	-12%[11.3 µM]	2%	-1%	7%	4%	56%
Nrf2 activator	-0.6%	-0.7%	0.9%	3.2%	2.9%	7.2%	-0.7%	8.3%

Reprinted from the part before: 2 entries, then new ones.
(23) COC(=O)c1ccccc1S(=O)(=O)N1CCC(C(=O)OC(C)C(=O)Nc2ccccc2OC)CC1 (configuration not stated)
(24) Oc1ccc(Cl)cc1CNc1ccc(Br)cn1
(25) COc1cc(OC)cc(-c2cc(N)n(S(=O)(=O)c3cccc4nsnc34)n2)c1
(26) CC1=C(C(=O)OCC2CCCO2)C(c2cccc(C(F)(F)F)c2)C2=C(CC(c3ccco3)CC2=O)N1 (configuration not stated)
(27) COc1ccccc1NS(=O)(=O)c1cccc(C(=O)NN=C2CCCCCC2)c1
(28) Cc1ccc(-c2csc3ncnc(N4CCc5ccccc5C4)c23)cc1
(29) CN(C(=O)c1cccc(NC(=O)Cc2ccc(NC(=O)C3CCCN(C(=O)c4ccccc4)C3)cc2)c1)C1CCCCC1 (configuration not stated)
(30) COC(=O)CCC(=O)NNC(=O)CCCOc1ccc(Cl)cc1Cl
(31) O=C(Cn1nnc2ccccc2c1=O)NCC1CCC(C(=O)O)CC1 (configuration not stated)
(32) N#Cc1ccccc1NC(=O)CSc1n[nH]c(-c2ccco2)n1

Screen / compound no.	23	24	25	26	27	28	29	30	31	32
HepG2 tox	-3%	-69%	-19%	-22%	-15%	25%	-26%	-5%	-1%	-37%
IL2 activator	0.8	-1.8	-4.1	-2.9	-0.9	-0.2	0.1	-2.8	-2.5	-0.2
A549 tox	5%	x	2%	u	17%	-7%	-5%	-3%	1%	3%
EPAC2 ag	-6%	-7%	24%	-19%	6%	2%	8%	-5%	-4%	7%
Nrf2 block	20%	9%	u	23µM*	1%	u	-24%	x	1%	1%
S2 tox	i	i	i	x	u	i	u	i	i	i
TGFb inhibitor	13%	u	-11%	u	-4%	-2%	u	-18%	1%	-5%
ATXN2 expr inh	4%	56%	-16%	x	u	-6%	-6%	-4%	1%	-9%
Nrf2 activator	-0.7%	8.3%	0.5%	3.5%	-0.3%	1.9%	4.6%	0.4%	0.2%	6.8%

(33) NS(=O)(=O)c1ccc(CCNC(=O)CC(c2ccccc2)c2ccccc2)cc1
(34) O=C(CSc1nnc(NC(=O)c2ccco2)s1)NCc1ccc2c(c1)OCO2
(35) O=C(Nc1nc(=S)ss1)c1c(F)cccc1F
(36) CCCN(Cc1ccccc1)C(=S)Nc1ccc(OC(F)F)cc1
(37) O=C(Nc1cc(C(=O)Nc2ccccc2C(=O)O)cc(C(=O)Nc2ccccc2C(=O)O)c1)c1ccccc1
(38) Cc1ccc(CNC(=O)CN2C(=O)C3(SCC(=O)N3c3ccc(F)cc3)c3ccccc32)cc1 (configuration not stated)
(39) Nc1cc(=O)[nH]c(SCC(=O)c2ccc(F)cc2)n1
(40) O=C(O)c1cccc(S(=O)(=O)Nc2ccc3oc(=O)sc3c2)c1

Screen / compound no.	33	34	35	36	37	38	39	40
HepG2 tox	-33%	-3%	10%	4%	16%	-10%	6%	3%
IL2 activator	-0.1	-0.1	-2.9	-0.1	-2.5	x	0.3	0.4
A549 tox	-6%	-9%	-3%	11%	1%	4%	2%	1%
EPAC2 ag	12%	12%	0%	0%	12%	x	4%	-2%
Nrf2 block	-8%	-8%	x	14%	-11%	-13%	-10%	-8%
S2 tox	i	x	i	i	i	i	u	i
TGFb inhibitor	-1%	9%	u	4%	4%	-1%	-12%	18%
ATXN2 expr inh	2%	-11%	1%	5%	3%	-4%	x	-11%
Nrf2 activator	-0.4%	0.2%	0.7%	-0.6%[9.22 µM]	-0.4%	-0.2%	4.1%	0.3%

Random draw from the library; overall some 4.3% were active at least once.
